# Anthrax LF inh2: Bacillus anthracis LF protease inhibitors, primary screen, biochemical, multiplex microsphere, MLPCN library; 360,000 tested, 0.12% active; multiplex microsphere protease cleavage assay; AID 588501, 2011; Lethal factor (Bacillus anthracis), P15917; inhibition, % at 10 µM; further: plate controls were buffer without enzyme for full effect and enzyme alone for no effect
# FadD28 binding: inhibitors of FadD28 bisubstrate probe binding, primary screen, biochemical, fluorescence polarization, single point; inhibition, % at 12.5 µM; AID 588549, 2011; 360,000 tested, 0.22% active; in the data active means inhibition above about 8.5%, passing the limit was not always enough; inconclusive means no clear call, values can overlap the other calls
# Yp Topo-I inh: Yersinia pestis topoisomerase I inhibitors, primary screen, biochemical, cleavage product accumulation, plate reader, single point. DNA topoisomerase I (Yersinia pestis CO92). Y. pestis Topo-I cleavage product accumulation. activity, % at 10 µM. 360,000 tested, 0.064% active; in the data active means activity above about 50%, passing the limit was not always enough; inconclusive means no clear call, values can overlap the other calls; further: inactives centre near 2
# TcdB GH inh: TcdB glycohydrolase inhibitors, primary screen, biochemical, single point, plate reader; Toxin B (Clostridioides difficile), P18177; TcdB glycohydrolase enzymatic assay; 350,000 tested, 0.24% active; AID 652162, 2013; inhibition, % at 9.99 µM; in the data active means inhibition above about 10%
# PfHsp40 yeast: rescue of yeast from PfHsp40 toxicity, primary screen, S. cerevisiae, ATP luminescence. S. cerevisiae expressing PfHsp40, growth rescue. growth rescue, % at 12.5 µM. 340,000 tested, 0.68% active; in the data active means growth rescue above about 28%, passing the limit was not always enough; inconclusive means no clear call, values can overlap the other calls;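 further: yeast W303a lacking pdr1 and pdr3 grown in galactose medium; growth measured after three days at 30 °C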
# PrPC TRFRET: inhibitors of human cell surface prion protein PrPC, primary screen, cell-based, TR-FRET. Major prion protein (Homo sapiens), P04156. TR-FRET read-out. inhibition, % at 13.8 µM. 370,000 tested, 0.43% active; in the data active means inhibition above about 24%; further: 0% = median of the test wells and 100% = reference compound wells
# BoNT A protease: BoNT/A light chain protease inhibitors, primary screen, biochemical, flow cytometry, MLPCN library; Botulinum neurotoxin type A light chain protease (Clostridium botulinum A str. ATCC 3502); multiplex microsphere protease substrate cleavage; inhibition, % at 10 µM; 360,000 tested, 0.17% active; AID 588499, 2011; further: plate controls were buffer without enzyme for full effect and enzyme alone for no effect
# CCHFV vOTU inh: CCHFV vOTU protease inhibitors, primary screen, biochemical, Pep-AMC substrate, fluorescence. Crimean-Congo hemorrhagic fever virus L polyprotein viral ovarian tumor (vOTU) protease …. 370,000 tested, 0.55% active. AID 651958, 2012. inhibition, % at 11.5 µM; in the data active means inhibition above about 30%; further: 0% = vehicle wells with enzyme and 100% = no enzyme wells
# BoNT-F LC inh: BoNT/F light chain protease inhibitors, primary screen, biochemical, flow cytometry, MLPCN library | Botulinum neurotoxin type F light chain protease (Clostridium botulinum) | Multiplex microsphere protease cleavage assay | inhibition, % at 10 µM | 360,000 tested, 0.22% active; in the data active means inhibition above about 35%, passing the limit was not always enough; inconclusive means no clear call, values can overlap the other calls; further: plate controls were buffer without enzyme for full effect and enzyme alone for no effect
# Active calls of the source: *; ? = inconclusive; / = not tested or not shown; & = joins results of further samples. Unless noted, no stated cut-off is given here; in the data, active means inhibition above about 30%; inconclusive means no clear call, values can overlap the other calls; inactive means below that.
SMILES,Anthrax LF inh2,FadD28 binding,Yp Topo-I inh,TcdB GH inh,PfHsp40 yeast,PrPC TRFRET,BoNT A protease,CCHFV vOTU inh,BoNT-F LC inh
NC(=O)CC(NC(=O)Cc1ccc(Cl)cc1)c1ccc(NC2CC3CCC2C3)c([N+](=O)[O-])c1 (stereo not drawn),-7,-0.4,15,1.3,-1.0,-9,-0.3,-1,-4
NC(=S)N/N=C/c1c(O)ccc2ccccc12,-1,-1.3,46,0.4,-1.6,-16,-1.6,12,-10
COc1ccc(CC(=O)Nc2nnc(SCc3ccccc3)s2)cc1S(=O)(=O)N1CCOCC1,2,13*,27,/,-0.2,-6,0.6,11,-19
COc1ccc(C(=O)Nc2nc(-c3ccc(OC)cc3)c(-c3ccc([N+](=O)[O-])cc3)s2)cc1,30*,-1.5,-3,/,-0.5,-7,40*,-23,28
CC(=O)NC(Cc1cnc[nH]1)C(=O)O (stereo not drawn),/,-1.5,-2,/,0.0,7,/,-12,/
O=C1NC(Cc2ccccc2)c2nc3ccc(Cl)cc3c(=O)n2-c2ncccc21 (stereo not drawn),2,-0.6,13,0.7,/,6,-0.6,8,-4
Cn1cccc1C(=O)Nc1nc(-c2ccccn2)cs1,-4,-2.9,6,/,?,7,1.4,9,-16
COCCNS(=O)(=O)c1cc2[nH]c3c(c2cc1C)C(=O)CC(C)(C)C3,-5,0.2,5,0.6,0.0,2,-1.9,-6,8
CC(OC(=O)c1ccc(NS(=O)(=O)c2ccc3[nH]c(=O)[nH]c3c2)cc1)C(N)=O (stereo not drawn),2,-3.2,-4,1.4,-0.9,-6,1.4,0,5
CC(C)Cn1cnc2sc3c(c2c1=N)CCCC3,2,-1.5,3,/,-0.8,2,0.5,6,-4
CN(C)c1ccc(/C=C/C#N)cc1,-10,-1.2,-4,1.6,-1.4,-7,-0.5,-7,-4
O=C(Nc1cc(C(F)(F)F)ccc1N1CCOCC1)c1ccc[n+]([O-])c1,-3,-4.8,2,/,1.1,-5,0.5,0,24
Cc1ccc(SCC(=O)NC(=O)NC2CCCC2)c(C)c1,/,2.3,15,1.3,-1.5,-2,/,2,/
CCOC(=O)NC(O)C(=O)c1ccc(F)cc1 (stereo not drawn),2,0.5,-4,0.1,-1.6,0,0.0,6,4
C=CCNC(=O)CC(=O)N/N=C/c1ccc(C(=O)OC)cc1,2,-2.5,0,/,1.2,-4,0.6,-6,5
COc1ccccc1N1CC(C(=O)Nc2nc(C)cs2)CC1=O (stereo not drawn),/,-3.4,-1,0.8,0.3,-2,/,16,/
O=c1c2ccccc2ncn1CCCSc1ccccc1,0,-1.8,-3,/,-0.4,5,-0.6,7,-7
CC1NC(=O)NC(=O)C1Br (stereo not drawn),-1,-3.4,8,0.8,-0.2,-3,0.6,2,1
COC(=O)c1cccnc1-n1c(=O)c2cccnc2n(Cc2ccc(Cl)cc2)c1=O,-1,-0.8,13,/,0.1,-7,0.2,-3,2
CCOC(=O)C1CCN(C(=O)/C=C/c2ccc(S(=O)(=O)N3CCOCC3)cc2)CC1,-2,-4.2,2,1.5,0.9,2,0.1,-6,-3
COc1ccc(C(=O)Nc2ccc3c(c2)C(=O)NC3=O)cc1,-4,0.4,2,0.5,-0.1,8,0.5,9,-6
Cn1c(=O)c2cc(S(=O)(=O)NCCC(=O)N3CC=C(c4ccccc4)CC3)ccc2n(C)c1=O,-1,-2.6,27,/,1.3,18,1.0,1,14
Cc1cc(C)c(NS(=O)(=O)c2ccc3c(c2)oc(=O)n3C)c(C)c1,-5,-2.3,1,1.6,/,1,-0.5,5,-3
Cc1cccc2c(=O)c(C(=O)NCCCN3CCOCC3)c[nH]c12,-6,-1.0,-2,/,-1.6,4,1.0,1,-5

# Full records from above. Order of screens: Anthrax LF inh2, FadD28 binding, Yp Topo-I inh, TcdB GH inh, PfHsp40 yeast, PrPC TRFRET, BoNT A protease, CCHFV vOTU inh, BoNT-F LC inh
# `CCOC(=O)NC(O)C(=O)c1ccc(F)cc1` (stereo not drawn) is entered as 2, 0.5, -4, 0.1, -1.6, 0, 0.0, 6, 4
# `NC(=S)N/N=C/c1c(O)ccc2ccccc12` is entered as -1, -1.3, 46, 0.4, -1.6, -16, -1.6, 12, -10
# `Cc1cc(C)c(NS(=O)(=O)c2ccc3c(c2)oc(=O)n3C)c(C)c1` is entered as -5, -2.3, 1, 1.6, /, 1, -0.5, 5, -3

# (list continues)
SMILES,Anthrax LF inh2,FadD28 binding,Yp Topo-I inh,TcdB GH inh,PfHsp40 yeast,PrPC TRFRET,BoNT A protease,CCHFV vOTU inh,BoNT-F LC inh
COc1ccc(NC(=O)COc2ccccc2F)cc1S(=O)(=O)N1CCCCC1,2,0.9,17,1.2,0.6,4,3.7,-4,2
COCCn1c(=S)[nH]c2cc(C(=O)NC3CCCCCC3)ccc2c1=O,2,-3.5,2,1.2,/,-6,-0.4,-9,1
COc1ccc(-n2cc(CN(C)C(C)c3ccncn3)c(-c3cccc(F)c3)n2)cc1 (stereo not drawn),-3,-1.5,7,2.5,-0.4,-1,-0.9,7,-3
O=C(Nc1cccc2ccccc12)c1ccco1,4,-3.3,/,1.1,/,-4,0.2,-2,-1
Cc1noc(C)c1NC(=O)N(C)C[C@H]1Oc2ccc(NS(=O)(=O)c3ccc(F)cc3)cc2C(=O)N([C@H](C)CO)C[C@@H]1C,-2,-2.7,-3,0.6&-0.9,-1.7,-2,-0.1,3,-2
COc1ccccc1OCC(=O)NNC(=O)c1cccs1,-2,-4.3,1,0.7,6.5,3,0.2,-15,0
O=C(CNc1cc(S(=O)(=O)N2CCOCC2)ccc1NCC1CCCO1)Nc1ccc(F)c(F)c1 (stereo not drawn),-2,-2.0,8,-4.1,1.0,10,0.3,-7,0
O=C(CN1CCCCC1)Nc1cccc([N+](=O)[O-])c1,-1,-2.2,3,/,0.4,-22,0.5,18,-2
CCc1nnc(NS(=O)(=O)c2ccc(NC(=S)NC(=O)/C=C/c3ccc(F)cc3)cc2)s1,0,-4.6,8,/,-0.1,2,-0.9,18,-5
Cc1cccc(-c2nc(CSc3nc4c(c(=O)[nH]3)CCC4)c(C)o2)c1,3,-2.8,8,0.2,-1.7,-2,-0.9,-7,4
CC(C)(C)NC(=O)C1(N2C(=O)c3ccccc3C2=O)CCCC1,-2,-1.6,-5,8.9,-0.4,2,0.3,-9,1
O=C(c1ccc2c(c1)OCO2)N1CCN(S(=O)(=O)c2ccc(Br)cc2Cl)CC1,/,-1.9,36,1.3,4.1,4,/,-3,/
O=C(NC1CCCCC1)C(c1ccc2ncccc2c1)N(Cc1ccc2c(c1)OCO2)C(=O)c1ccc2c(c1)OCCO2 (stereo not drawn),-2,-2.6,23,-0.3,2.3,3,-0.2,-10,-4
CC(OC(=O)Cc1coc2ccc3ccccc3c12)C(=O)NC(N)=O (stereo not drawn),-3,-1.9,3,0.3,-1.4,4,0.1,0,-2
CCCN(N=Nc1cccc([N+](=O)[O-])c1)c1cccc([N+](=O)[O-])c1,-16,-1.6,6,0.4,-0.8,-1,0.6,4,3
COc1ccc(CC(N)c2csc(Nc3nccc(C(F)(F)F)n3)n2)cc1 (stereo not drawn),-8,-11,0,-0.5,/,-7,-0.7,-1,-16
Cc1ccc(S(=O)(=O)n2nc(OC(=O)c3ccccc3C)cc2N)cc1,4,-0.4,-6,0.5,0.1,-3,2.2,1,8
CCOC(=O)C1CCN(C(=O)c2ccc(S(=O)(=O)Nc3ccccc3OC)cc2)CC1,-5,-2.6,16,2.0,0.2,11,-0.6,-2,-2
Cc1cccc(C(=O)NNC(=O)c2csc(N3CCOCC3)n2)c1C,0,-1.5,2,0.7,-0.1,-7,1.5,0,-2
Cc1cc(Nc2ccccc2)c2c([N+](=O)[O-])cc(C)c(C)c2n1,-5,-0.5,-7,/,-0.7,1,-0.6,3,-11
CC(C)CN(CC(C)C)c1nnc(N)s1,2,0.7,4,1.0,-1.3,7,0.4,6,-2
COc1ccc(C(=O)CN2C(=O)NC3(CCCc4ccccc43)C2=O)c(OC)c1 (stereo not drawn),1,2.9,0,1.9,0.7,4,-1.2,-1,-9
CCOc1ccc(CC(=O)OCc2cc(=O)n3cc(Br)ccc3n2)cc1,-3,-0.2,13,0.6,1.0,-1,0.3,-13,-3
O=C(CN1C(=O)NC2(CCOc3ccccc32)C1=O)c1ccc(Br)cc1 (stereo not drawn),3,21*,11,0.3,-0.7,-5,1.3,10,5
COc1ccc2cc(CN(C)C(=O)CN3C(=O)NC4(CCCC4)C3=O)ccc2c1,2,-6.4,-4,0.7,/,-3,0.0,7,3
COC(=O)c1cc(NS(=O)(=O)c2ccc(Cl)c(N3C(=O)c4ccc(C(=O)O)cc4C3=O)c2)cc(C(=O)OC)c1,1,-7.4,8,-4.6,0.3,-1,-0.9,2,-5
COc1ccc(CC2C(=O)NC(C)C(=O)N(C)C3Cc4ccc(cc4)Oc4cc(ccc4O)CC(C(=O)NC(C)C(=O)NC(C)C(=O)N2C)N(C)C3=O)cc1 (stereo not drawn),-2,-3.2,11,1.1,-1.9,83*,0.3,-5,3
C/C(=N/OC(=O)c1c(-c2c(Cl)cccc2Cl)noc1C)c1cnccn1,-12,-2.7,-5,0.8,0.5,0,-8.4,-3,-38
CCN1CCN(C2=CC3=CC(=C(C#N)C#N)CCC3CC2)CC1 (stereo not drawn),6,2.3,-2,/,0.4,/,-8.2,/,48*
Cc1c(Cl)c([N+](=O)[O-])nn1CC(=O)NCC(C)C,-2,-1.6,6,1.1,-1.1,-18,-1.6,7,-12
CCOc1ccc2oc(C(=O)NC3CC(C)(C)NC(C)(C)C3)c(C)c2c1,0,-2.8,-15,2.9,-1.9,-2,0.7,-7,-6
Nc1ncnc2c1ccn2[C@H]1CN(Cc2ccc3c(c2)OCO3)C[C@@H](COC(=O)c2ccccc2)O1,-5,-0.6,8,-0.8,/,3,-0.3,-2,-3
O=C1[C@H](Cc2ccccc2)NCCCC[C@H](c2ccco2)N1Cc1ccccc1,-5,-4.0,9,1.5,-0.1,8,-0.5,10,1
COc1cc(CNCc2cccs2)ccc1OCc1ccccc1,-4,-3.6,19,1.9,0.7,-3,0.1,5,-10
COc1ccc(OC)c(/C=C/c2nc3ccccc3[nH]c2=O)c1,?,1.9,2,-0.2,0.6,-8,?,-3,?
O=C1NC(=O)C(CC(=O)N(Cc2cccs2)C2(C(=O)NC3CCCC3)CCCCC2)N1 (stereo not drawn),1,-0.3,1,/,0.6,6,2.1,-6,25
COc1ccccc1N1C(=O)NC(=O)/C(=C/c2ccc3c4c(cccc24)CC3)C1=O,0,1.3,-5,/,2.1,-1,1.8,-62,4
COC(=O)CCCNC(=O)c1ccccn1,0,-0.3,6,0.9,0.0,2,-0.6,0,-6
COc1ccc(NS(=O)(=O)c2ccc(Oc3cccc(C(=O)O)c3)cc2)cc1,3,-0.9,4,-0.3,-1.3,1,0.1,1,-2
O=C(NCCc1ccc(F)cc1)c1ccc(Cl)c(S(=O)(=O)N2CCOCC2)c1,8,-3.3,11,0.9,0.0,12,0.9,8,-2
Cc1ccccc1C(=O)Nc1nc2c(C)csc2c(=O)s1,/,-0.9,-2,6.2,0.4,-5,/,5,/
O=C(Nc1ccc(Cl)cc1)Nc1nnc(/C=C/c2ccccc2)s1,-2,-1.8,-9,0.8,0.6,5,-1.8,-9,-6

# In the list so far, these have a cyano group:
SMILES,Anthrax LF inh2,FadD28 binding,Yp Topo-I inh,TcdB GH inh,PfHsp40 yeast,PrPC TRFRET,BoNT A protease,CCHFV vOTU inh,BoNT-F LC inh
CN(C)c1ccc(/C=C/C#N)cc1,-10,-1.2,-4,1.6,-1.4,-7,-0.5,-7,-4
CCN1CCN(C2=CC3=CC(=C(C#N)C#N)CCC3CC2)CC1 (stereo not drawn),6,2.3,-2,/,0.4,/,-8.2,/,48*
